BAP1 inh: blocks human BAP1 ubiquitin-AMC hydrolysis; recombinant BAP1, Ub-AMC hydrolysis fluorescence kinetic; stronger effect = lower value; Q92560; activity remaining (% of control), % at 20 µM; 72,000 tested, 0.48% active;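 active = activity remaining at or below 50% of control, provided the compound also passes the data quality filters; inactive = the rest, including low values that fail the filters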;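 also: 100% = DMSO wells rate and 0% = substrate alone blank rate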
Target sequence (Q92560 whole entry, looked up): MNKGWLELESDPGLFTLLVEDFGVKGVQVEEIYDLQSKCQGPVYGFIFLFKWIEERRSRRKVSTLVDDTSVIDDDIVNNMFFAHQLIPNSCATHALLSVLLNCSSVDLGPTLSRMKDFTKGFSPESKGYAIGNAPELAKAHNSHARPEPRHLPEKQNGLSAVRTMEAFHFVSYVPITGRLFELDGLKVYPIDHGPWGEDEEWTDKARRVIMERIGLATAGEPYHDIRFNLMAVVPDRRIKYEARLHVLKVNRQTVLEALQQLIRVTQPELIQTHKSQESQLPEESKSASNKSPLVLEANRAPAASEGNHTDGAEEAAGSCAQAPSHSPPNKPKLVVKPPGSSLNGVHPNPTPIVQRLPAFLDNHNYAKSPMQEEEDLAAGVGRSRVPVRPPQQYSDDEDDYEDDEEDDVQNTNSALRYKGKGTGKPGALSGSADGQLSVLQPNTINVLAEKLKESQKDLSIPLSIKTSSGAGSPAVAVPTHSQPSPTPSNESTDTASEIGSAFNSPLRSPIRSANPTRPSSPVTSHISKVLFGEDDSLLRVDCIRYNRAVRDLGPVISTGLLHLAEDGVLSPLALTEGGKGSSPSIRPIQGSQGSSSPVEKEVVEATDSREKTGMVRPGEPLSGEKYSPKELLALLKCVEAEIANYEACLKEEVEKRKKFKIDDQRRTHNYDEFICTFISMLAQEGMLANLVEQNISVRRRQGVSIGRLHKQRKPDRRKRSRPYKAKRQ
HePTP inh: blocks human HePTP tyrosine phosphatase. P35236. recombinant HePTP phosphatase activity, OD absorbance. inhibition, % at 20 µM. 110,000 tested, 0.64% active; in the data active = inhibition above about 50%;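 also: plate controls were vehicle for no effect and reference inhibitor for full effect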
Target sequence (P35236 whole entry, looked up): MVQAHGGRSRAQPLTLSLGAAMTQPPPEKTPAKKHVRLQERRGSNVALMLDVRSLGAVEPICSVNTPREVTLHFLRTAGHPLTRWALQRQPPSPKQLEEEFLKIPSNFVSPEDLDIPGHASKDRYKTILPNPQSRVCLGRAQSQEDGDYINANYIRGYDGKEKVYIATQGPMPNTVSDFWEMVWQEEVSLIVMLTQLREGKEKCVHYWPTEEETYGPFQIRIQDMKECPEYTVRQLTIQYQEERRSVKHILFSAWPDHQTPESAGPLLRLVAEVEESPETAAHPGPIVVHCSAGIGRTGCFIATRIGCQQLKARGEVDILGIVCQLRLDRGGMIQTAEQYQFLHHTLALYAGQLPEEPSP
The depositor's hits bear a star; x = no result given; & = joins results of further samples.

nr	BAP1 inh	HePTP inh	molecule
1	x	3	CCCCCCNC(=O)C(NC(=O)c1ccccc1)C12CC3CC(CC(C3)C1)C2 (stereo not drawn)
2	56	19	COc1c(O)ccc2cnn(-c3ccccc3C)c(=O)c12
3	106	-14	Cc1ccc(-c2nc(CS(=O)CC(=O)NCc3ccccc3)c(C)o2)cc1 (stereo not drawn)
4	71	x	COc1ccc(OCC(=O)N2c3ccccc3C(C)(c3ccccc3)CC2(C)C)cc1 (stereo not drawn)
5	x	-6	O=C(N/N=C/c1cccs1)c1cc(C2CC2)[nH]n1
6	x	-2	COc1ccc(C)cc1NC(=O)c1cc(Cl)ccc1OC
7	90	9	COCCn1nnnc1SCC(=O)N1CCCCC1
8	x	-14	Cc1ccc(N=Nc2cc(-c3ccccc3)sc2O)c(C)c1
9	x	-3	Clc1ccc(Cl)c(-c2nnc(-c3ccc4c(c3)OCO4)o2)c1
10	123	6&-10	COc1ccc(C(O)c2nc3ccccc3s2)cc1 (stereo not drawn)
11	100	12	CCc1nn2c(=O)cc(CSc3nc4sc5c(c4c(=O)n3C)CCCC5)nc2s1
12	103	10	C=CCNC(NC(=O)c1ccccc1)(C(=O)OCC)C(F)(F)F (stereo not drawn)
13	99	2	C=C(C)c1ccc(C(C)(C)NC(=O)NCc2ccco2)cc1
14	116	x	CC(=O)N1CCN(C(=S)c2ccc(-c3cccc([N+](=O)[O-])c3)o2)CC1
15	x	4	COc1cccc(C2NC(=O)NC(C)=C2C(=O)Nc2cccc(Cl)c2)c1 (stereo not drawn)
16	80	4	COc1cccc(C2=NOC(C(=O)Nc3cccc(C(C)=O)c3)C2)c1OC (stereo not drawn)
17	97	7	O=C(NCCCN1CCCCCC1)C1CC(=O)N(CCc2ccccc2)C1 (stereo not drawn)
18	102	-11	COc1ccc(C(=O)Nc2ccc(S(=O)(=O)Nc3onc(C)c3C)cc2)cc1OC
19	114	-5	COC(=O)c1cc2c(cc1Cl)SC(=NCCCN1CCOCC1)NS2(=O)=O
20	x	8	O=C(NC(=S)Nc1cccc(Cl)c1)c1ccco1
21	x	-18	CCn1c(SCC(=O)c2ccccc2)nc2sc3c(c2c1=O)CC(C)(C)OC3
22	x	9	COc1ccc(-c2oc3ncnc(NCCCN4CCOCC4)c3c2-c2ccc(OC)cc2)cc1
23	x	4	C=CCN1C(=O)/C(=C\c2ccc(N(C)C)c(Br)c2)C(=O)NC1=S
24	99	-1	Cc1ccccc1S(=O)(=O)Cc1ccc(C(=O)N2CCN(c3ccc(F)cc3)CC2)o1
25	x	3	CCCC(C(=O)O)N1C(=O)/C(=C/c2cccc(O)c2)SC1=S (stereo not drawn)
26	75	-16	O=C(Nc1cccc(-c2nc3ncccc3o2)c1)c1ccc(Br)o1
27	99	17	O=C(c1ncc[nH]1)c1ccccc1C(=O)N1CCOCC1
28	x	7	CCOC(=O)c1ccc(NC(=O)CCN2C(=O)S/C(=C/c3ccc(OC)c(OC)c3)C2=O)cc1
29	x	4	O=C(Nc1ccccc1F)c1ccccc1[N+](=O)[O-]
30	99	7	CCOC(=O)c1sc(NS(=O)(=O)c2ccc(NC(C)=O)cc2)nc1C
31	97	5	CC(C)CN(Cc1cc2ccccc2[nH]c1=O)C(=O)c1cccnc1
32	x	-11	CCCN(CCC)C(=O)c1ccccc1Br
33	85	2	C=CCSc1nc2sc(C)c(C)c2c(=O)[nH]1
34	69	11	O=C(Cc1cccs1)Nc1ccc(Cl)cc1
35	x	-8	C(/C=C/c1ccco1)=N/N1CCN(c2ccccc2)CC1
36	x	-5	COc1cccc(OC)c1C(=O)Nc1ncn[nH]1
37	x	-6	O=C(Nc1ccc([N+](=O)[O-])c(NC(=O)c2ccccc2F)c1)c1ccccc1F
38	x	-8	O=C(Nc1ncc(S(=O)(=O)c2ccc([N+](=O)[O-])cc2)s1)c1ccccc1Cl
39	94	6	CSc1nsc(SC)c1C(=O)OCC(F)(F)F
40	x	4	COC(=O)c1cc(-c2cccc([N+](=O)[O-])c2)nc2ccccc12
41	102	4	COc1ccc(-c2cc(C(=O)O)[nH]n2)cc1OC
42	98	8	COc1ccc(S(=O)(=O)N2CCN(CC(=O)Nc3cc(OC)cc(OC)c3)CC2)cc1
43	x	10	CCc1oc2ccccc2c1C(=O)c1cc(Br)c(O)c(Br)c1
44	114	10	COc1ccccc1C(=O)Nc1cc(-c2nc3cc(Cl)ccc3o2)ccc1C
45	x	-4	O=C(N/N=C/c1ccccc1F)c1cc(Br)ccc1O
46	99	4	COc1cccc(OCC(O)CN2CCC(C)CC2)c1 (stereo not drawn)
47	x	-15	CCOC(=O)c1ccc(N2C(=O)CC(Sc3nc4ccc(OCC)cc4s3)C2=O)cc1 (stereo not drawn)
48	x	-3	COC(=O)c1[nH]c2ccc(C)cc2c1NC(=O)CCN1CCN(Cc2ccc3c(c2)OCO3)CC1
49	x	7	O=C(Cc1cccc2ccccc12)Nc1ccc2c(c1)OCCO2
50	x	9	COc1ccccc1N1CCN(/N=C\c2ccc(Cl)cc2Cl)CC1
51	x	-16	COc1ccc(CC(=O)NC(C)C2COc3ccccc3O2)cc1OC (stereo not drawn)
52	x	-25	COc1ccc(Cl)cc1NC(=O)c1c(O)c2ccccc2n(CC(C)C)c1=O
53	85	6	CCOCCCNC(=O)Cn1ncc2c(=O)oc3ccccc3c21
54	106	-5	O=C(NCc1cccs1)NC1CCCCC1
55	x	3	COc1cc(NC(=O)COc2ccc([N+](=O)[O-])cc2)ccc1NC(=O)c1ccco1
56	89	16	COc1ccc(OC)c(NC(=O)CSc2nnc(Cc3cccn3C)n2-c2ccc(F)cc2)c1
57	98	10	Cc1cc(C)n2nc(C(=O)OCCOc3cccc(Br)c3)nc2n1
58	581	7	C=CCNC(=O)c1c(N)n(-c2cccc(S(N)(=O)=O)c2)c2nc3ccccc3nc12
59	155	x	CC12CCC(C(=O)O)(CC1=O)C2(C)C (stereo not drawn)
60	x	11	O=C(CCC1CCCCC1)Nc1ccccc1O

Molecules from the list above containing a furan ring, fused or not:
nr	BAP1 inh	HePTP inh	molecule
13	99	2	C=C(C)c1ccc(C(C)(C)NC(=O)NCc2ccco2)cc1
14	116	x	CC(=O)N1CCN(C(=S)c2ccc(-c3cccc([N+](=O)[O-])c3)o2)CC1
20	x	8	O=C(NC(=S)Nc1cccc(Cl)c1)c1ccco1
22	x	9	COc1ccc(-c2oc3ncnc(NCCCN4CCOCC4)c3c2-c2ccc(OC)cc2)cc1
24	99	-1	Cc1ccccc1S(=O)(=O)Cc1ccc(C(=O)N2CCN(c3ccc(F)cc3)CC2)o1
26	75	-16	O=C(Nc1cccc(-c2nc3ncccc3o2)c1)c1ccc(Br)o1
35	x	-8	C(/C=C/c1ccco1)=N/N1CCN(c2ccccc2)CC1
43	x	10	CCc1oc2ccccc2c1C(=O)c1cc(Br)c(O)c(Br)c1
55	x	3	COc1cc(NC(=O)COc2ccc([N+](=O)[O-])cc2)ccc1NC(=O)c1ccco1

Sorted by value in BAP1 inh (largest number first): some entries from above.
nr	BAP1 inh	HePTP inh	molecule
58	581	7	C=CCNC(=O)c1c(N)n(-c2cccc(S(N)(=O)=O)c2)c2nc3ccccc3nc12
46	99	4	COc1cccc(OCC(O)CN2CCC(C)CC2)c1 (stereo not drawn)
42	98	8	COc1ccc(S(=O)(=O)N2CCN(CC(=O)Nc3cc(OC)cc(OC)c3)CC2)cc1

Continuation:
nr	BAP1 inh	HePTP inh	molecule
61	x	5	CCOC(=O)c1c(-c2ccc(Br)cc2)csc1NC(=O)c1ccco1
62	x	11	CCOc1ccc(C(=O)Nc2cc(-c3nc4ccccc4o3)ccc2OC)cc1Br
63	x	-23	O=C(NN1C(=O)C2CCCCC2C1=O)c1ccc(O)cc1 (stereo not drawn)
64	x	11	O=C(Nc1ccc(F)cc1)c1ccccc1
65	x	-13	NC(=O)C1CCN(C(=O)CCc2ccccc2)CC1
66	95	-3	O=C(NC1CCCC1)c1nc2c(nnn2Cc2cccc(Cl)c2)c(=O)[nH]1
67	92	10&6	C(=N\c1nc2ccccc2n1CCN1CCCCC1)/c1ccc2c(c1)OCO2
68	x	-6	COc1ccc(NS(=O)(=O)c2cc(C(=O)Nc3ccccc3C)ccc2C)cc1
69	95	4	COc1ccc(-c2cc(-c3ccc(OC)cc3)[nH]n2)cc1
70	x	-5	COc1ccc(Cl)cc1NC(=O)CN(C)C(C)C(=O)NCC1CCCCC1 (stereo not drawn)
71	91	8	CN(C)CCN1C(=O)c2oc3ccc(Cl)cc3c(=O)c2C1c1cccc(Br)c1 (stereo not drawn)
72	x	-6	CC(C)c1ccccc1OCCCN1CCOCC1
73	185	x	COC(=O)C1=C(C)N(C)C(=O)NC1c1ccccc1[N+](=O)[O-] (stereo not drawn)
74	x	8	COc1cccc(C2Nc3cc(C)c(C)cc3NC3=C2C(=O)CC(C)(C)C3)c1OC (stereo not drawn)
75	58	10	COc1cccc(-n2c(SCC(=O)Nc3cc(C)on3)nc3c([nH]c4ccccc43)c2=O)c1
76	x	2	COc1ccccc1C(=O)N/C(=C\c1ccc(Br)cc1)C(=O)N1CCCCC1
77	96	5	CCC(NS(=O)(=O)c1ccc(C)cc1)C(=O)N1CCC2(O)CCCCC2C1 (stereo not drawn)
78	99	0	O=C(O)CCCn1nc(-c2ccccc2)c2ccccc21
79	108	7	CC(=O)NCC(=O)OCC(=O)Nc1ccc(C(C)=O)cc1
80	x	23	Cc1ccc(C2C3=C(Nc4c2c(=O)[nH]c(=O)n4C)c2ccccc2C3=O)cc1 (stereo not drawn)
81	x	7	Cc1ccc(NC(=O)COc2ccc(Br)cc2)c(C)c1
82	x	2	CCOC(=O)C1=C(N)OC2=C(C(=O)CC(C)(C)C2)C1c1ccc(Cl)cc1Cl (stereo not drawn)
83	x	1	CC(=O)Nc1ccc(NS(=O)(=O)c2cc(Cl)ccc2Cl)cc1
84	155	x	O=C(Nc1ccccc1C(F)(F)F)C(Cc1ccccc1)N1C(=O)c2ccccc2C1=O (stereo not drawn)
85	58	x	O=C(CN1C(=O)c2ccccc2C1=O)Nc1cc(C(=O)O)cc(C(=O)O)c1
86	107	9	Cc1ccc(NC(=O)c2cc(NC(=O)C3CC=CCC3C(=O)O)ccc2N2CCOCC2)cc1 (stereo not drawn)
87	x	-21	CC(CN1CCOCC1)C(=O)c1ccccc1 (stereo not drawn)
88	102	1	COCC(C)n1c(C)cc(C(=O)CSc2nc3ccccc3c(=O)[nH]2)c1C (stereo not drawn)
89	156	10	O=C(c1ccco1)n1nc(NCc2ccccc2)nc1NCc1ccccc1
90	103	x	COc1ccc(-c2nc3cc(C)ccc3o2)cc1N=Cc1cccc([N+](=O)[O-])c1O
91	x	-4	CCOC(=O)C(=O)Nc1ccccc1C(=O)Nc1ccccc1Br
92	78	0	CC1CCN(c2c(NCc3ccc(C(=O)NCC4COc5ccccc5O4)cc3)c(=O)c2=O)CC1 (stereo not drawn)
93	88	3	O=C1c2ccccc2C(=O)N1CCn1nc(Cl)nc1Cl
94	102	8	CCCS(=O)(=O)N1CCN(CCCc2ccccc2)CC1
95	58	5	CC(=O)c1ccc(N2CCN(C(=O)c3cc4c(-c5ccccc5F)nn(C)c4s3)CC2)cc1
96	65	5	O=S(=O)(N1CCCCC1)N1CCN(c2ccc(F)cc2)CC1
97	94	5&3	CCCOc1cccc(NC(=O)c2cc(C)oc2C)c1
98	x	-16	COc1cc(/C=C2\C(=O)NC(=O)N(c3cc(C)cc(C)c3)C2=O)c(Br)cc1O
99	85	x	O=C(Nc1cccc([N+](=O)[O-])c1)c1csc2c1CCCC2
100	x	5	O=C(/C=C/c1ccc(F)cc1)N1CCN(CCN2C(=O)c3cccc4cccc(c34)C2=O)CC1
101	131	-6	O=C(c1ccc2c(c1)OCO2)N1CCCC(c2ccccc2)C1 (stereo not drawn)
102	x	3	O=C(COc1ccc(Cl)cc1)Nc1ccccc1[N+](=O)[O-]
103	87	10	Cc1cc2ccccc2cc1CN1CCOCC1
104	x	0	CC(C)C(C(=O)O)N1C(=O)/C(=C/c2ccccc2Cl)SC1=S (stereo not drawn)
105	x	2	O=C(O)c1ccccc1NC1=C(Cl)C(=O)N(c2ccccc2Cl)C1=O
106	x	-3	O=C(Cc1ccc(Cl)cc1)NNC(=O)c1ccccn1
107	81	1	CCCCNC(=O)c1cccc(C(=O)NCCCC)c1
108	x	7	C(=N/N1CCN(C(c2ccccc2)c2ccccc2)CC1)/c1ccccc1
109	x	0	COc1ccc(C(=O)CSc2nnc(Sc3nc4ccccc4[nH]3)o2)cc1
110	x	-7	COc1ccc(N(CC(=O)NCc2ccco2)S(=O)(=O)c2ccccc2)cc1
111	x	-6	Cc1ccc(Cl)cc1NC1=CC(=O)CC(C)(C)C1
112	x	-2	Cn1c2ccccc2n2cc(-c3ccc([N+](=O)[O-])cc3)nc12
113	92	14	CC1(C)CC(=O)CC(=Nc2ccc(C(=O)O)cc2)C1
114	x	1	COc1ccc2oc(C(Cl)(Cl)Cl)cc(=O)c2c1
115	x	3	CC(C)(C)C1=C/C(=C\c2ccccc2)C(C(C)(C)C)=C(O)C1=O
116	x	6	Cc1ccc(N=Cc2ccc(C)o2)c(O)c1

Records 101 to 102, reprinted for reference:
nr	BAP1 inh	HePTP inh	molecule
101	131	-6	O=C(c1ccc2c(c1)OCO2)N1CCCC(c2ccccc2)C1 (stereo not drawn)
102	x	3	O=C(COc1ccc(Cl)cc1)Nc1ccccc1[N+](=O)[O-]

One compound at a time, as listed above. Values in the order: BAP1 inh, HePTP inh
O=C(Cc1ccc(Cl)cc1)NNC(=O)c1ccccn1 across the screens: x, -3
CC1(C)CC(=O)CC(=Nc2ccc(C(=O)O)cc2)C1 across the screens: 92, 14
C(=N/N1CCN(C(c2ccccc2)c2ccccc2)CC1)/c1ccccc1 across the screens: x, 7
Cc1ccc(Cl)cc1NC1=CC(=O)CC(C)(C)C1 across the screens: x, -6
